High-throughput results as filed in PubChem.
PV pol inh – poliovirus RdRp elongation inhibitors, primary screen, biochemical, fluorescence polarization, total intensity | 150,000 compounds, 0.66% hits | poliovirus polymerase elongation; stronger effect = lower value | Genome polyprotein (Poliovirus type 1 (strain Mahoney)), P03300 | % elongation, % (compound at 16.7 µg/mL); in the data active = % elongation below about 90%; note: some results filed as inactive read as strong as hits
Target sequence (P03300 1749-2209 limits assumed): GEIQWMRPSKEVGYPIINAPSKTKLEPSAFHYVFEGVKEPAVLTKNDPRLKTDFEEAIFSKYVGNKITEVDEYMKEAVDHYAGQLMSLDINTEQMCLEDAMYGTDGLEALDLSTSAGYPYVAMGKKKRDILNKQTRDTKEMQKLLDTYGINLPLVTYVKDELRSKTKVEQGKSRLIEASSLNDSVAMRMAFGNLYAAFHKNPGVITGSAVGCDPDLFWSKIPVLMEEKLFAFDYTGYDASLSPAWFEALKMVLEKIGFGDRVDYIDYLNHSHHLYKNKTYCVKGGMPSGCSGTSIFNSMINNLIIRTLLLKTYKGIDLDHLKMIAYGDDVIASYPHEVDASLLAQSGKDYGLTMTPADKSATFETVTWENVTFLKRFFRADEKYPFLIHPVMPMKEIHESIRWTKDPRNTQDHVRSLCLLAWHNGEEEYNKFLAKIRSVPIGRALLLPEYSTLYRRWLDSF
PV pol inh FP z-score – also measured in PV pol inh; calls as there; z-score; measured here: FP z-score; hits read low
* hit, by the source's call; & = joins results of further samples.

SMILES	PV pol inh	PV pol inh FP z-score
CNC(=O)c1c(NC(=O)/C=C/c2ccccc2)sc2c1CCC2	108.0	0.2
CCOC(=O)c1nc(N)c(=O)n(-c2ccc(C(=O)O)cc2)n1	99.0	-0.6
CCOC(=O)C1C(=O)C=C(c2ccco2)CC1c1ccc(F)cc1 (configuration not stated)	100.0	0
COC(=O)c1ccccc1NC(=O)c1ccc2nc(Cc3ccccc3)oc2c1	106.0	-0.2
COc1ccc(-c2nn(C)c3sc(C(=O)N4CCN(c5ccccc5F)CC4)cc23)cc1OC	108.0	0.7
CCC1=C(c2ccc(C)cc2)S(=O)(=O)N=C1N1CCC(C(=O)NCc2ccc(C)cc2)CC1	107.0	-0.9
CC(=O)c1cccc(NC(=O)CCS(=O)(=O)c2cc3c(cc2C)NC(=O)CO3)c1	106.0	0
CNC(=O)c1cnc2c(c(C)nn2-c2ccccc2)c1Cl	102.0	0.1
Cc1ccc(-n2ncc(C(=O)NCCN3CCN(C)CC3)c2C2CCN(C(=O)OC(C)(C)C)CC2)c(C)c1	101.0	-1
CCC1CN(C(=O)NCc2ccc(F)cc2)c2ccccc2O1 (configuration not stated)	106.0	-0.1
COc1ccc(-c2nn(CCC(=O)O)c3nc(C)cc(C)c23)c(OC)c1	102.0	0.2
COC(=O)c1ccc2c(c1)N(CC(=O)N1CCOc3ccc(C)cc31)C(=O)CS2	103.0	0.3
CCOC(=O)c1c(-c2cccs2)csc1NC(=O)CSc1nncn1C	105.0	0.3
O=C(CNC(=O)c1ccc(Br)o1)NC1CCCc2ccccc21 (configuration not stated)	97.0	-1
CCOC(=O)COc1ccc(-c2nn[nH]n2)cc1	107.0	0.3
CCOC(=O)c1c(C)[nH]c(C)c1S(=O)(=O)NCC(=O)Nc1ccc(CC)cc1	109.0	0.2
Cc1cc(/C(O)=C2\C(=O)C(=O)N(CCCN(C)C)C2c2ccc(O)cc2)ccc1OCC(C)C (configuration not stated)	104.0	0.8
CCCCC(=O)OC1=CN(Cc2ccccc2)S(=O)(=O)c2ccccc21	114.0	1.1
Cc1ccc(C)c(NC(=O)C2CCN(c3cc(C)nc4c(-c5ccc(Cl)cc5)c(C)nn34)CC2)c1	109.0	1.1
CC(=O)c1c(C)oc2ccc(N(C(=O)c3ccncc3)S(=O)(=O)c3ccc(F)cc3C)cc12	105.0	0.1
CCOc1ccc(NC2=NC(C)(C)N=C(N)N2)cc1	101.0	0.3
CCCCC(=O)NCc1nc2cccnc2n1Cc1ccc(OC)cc1	106.0	-0.3
CC(C)C(=O)NCCc1ccc(S(N)(=O)=O)cc1	100.0	-0.4
CC(Sc1nc2ccccc2c(=O)n1Cc1ccco1)C(=O)NCc1ccc2c(c1)OCO2 (configuration not stated)	102.0	0
CC(CNC(=O)Cn1c(-c2cccs2)cc2cc(Cl)ccc21)c1ccccc1 (configuration not stated)	103.0	-1
CCOc1cc(C2CC(=O)Nc3c2c(C)nn3-c2nc(C)cc(C)n2)ccc1O (configuration not stated)	111.0	1
CCc1ccc(OCCSc2nc(-c3cccc(C)c3)nc3cc(=O)[nH]n23)cc1	107.0	0.2
CCN(C(=O)CSc1ccc(Br)cc1)c1ccccc1	100.0	-0.3
O=C(/C=C/c1ccccc1)OCc1nc2ccccc2s1	103.0	0.5
Cc1cccc(C)c1N=C1Oc2ccccc2NC1(C)c1ccccn1 (configuration not stated)	102.0	0.3
CC(C)OC(=O)/C(C#N)=C\c1cccn1C	104.0	0.6
CCn1c(C)cc(/C=C2\SC(=Nc3cc(Cl)ccc3C)NC2=O)c1C	101.0	0
Cc1cc(C)cc(OC(C)C(=O)Nc2nonc2-c2ccc(Br)cc2)c1 (configuration not stated)	107.0	0.1
Cc1ccc(NC(=O)C2CC(=O)N(c3ccc(OC(C)C)cc3)C2)cc1 (configuration not stated)	105.0	0.4
CC1CCCC(C)N1C(=O)Cn1cc(/C=C2/C(=O)Nc3ccccc32)c2ccccc21 (configuration not stated)	103.0	0.3
CC(=O)N1N=C(COc2ccc3c(c2)OCO3)OC1c1ccc(C)cc1 (configuration not stated)	100.0	-0.4
O=C1CCCc2cc(S(=O)(=O)NCC3CCC(C(=O)NCc4ccc(F)cc4)CC3)ccc2N1 (configuration not stated)	100.0	-1.4
CN(C)S(=O)(=O)n1cc(/C=C(\NC(=O)c2ccccc2Cl)C(=O)NCCCn2ccnc2)c2ccccc21	110.0	0.6
O=C1N=c2ccccc2=C1c1sc(Nc2nccs2)nc1O	45.0	-6
CC1CC(C)CN(C(=O)Cn2c(=O)n(-c3ccc(Cl)cc3)c(=O)c3c4c(sc32)CCC4)C1 (configuration not stated)	103.0	0.3
CCOC(=O)c1ccc(NC(=O)Cn2cnc3c(nnn3-c3cccc(Cl)c3)c2=O)cc1	100.0	0.1
Cn1c(=O)c2c([nH]c(=O)n2C)n(C)c1=O	98.0	-0.9
COC(=O)c1ccc(CN2CCN(c3ccccc3OC)CC2)cc1	106.0	0.3
O=C(CSc1ccc(-c2cccs2)nn1)Nc1ccccc1C(F)(F)F	105.0	-0.3
O=C(COC(=O)Cc1cccc(C(F)(F)F)c1)NCc1ccccc1Cl	102.0	0.4

Complete entries, quoted from the list. Order of screens: PV pol inh, PV pol inh FP z-score
CCOC(=O)c1c(C)[nH]c(C)c1S(=O)(=O)NCC(=O)Nc1ccc(CC)cc1 across the screens: 109.0, 0.2
O=C(COC(=O)Cc1cccc(C(F)(F)F)c1)NCc1ccccc1Cl across the screens: 102.0, 0.4
CCCCC(=O)NCc1nc2cccnc2n1Cc1ccc(OC)cc1 across the screens: 106.0, -0.3
O=C1CCCc2cc(S(=O)(=O)NCC3CCC(C(=O)NCc4ccc(F)cc4)CC3)ccc2N1 (configuration not stated) across the screens: 100.0, -1.4
O=C(/C=C/c1ccccc1)OCc1nc2ccccc2s1 across the screens: 103.0, 0.5

Next section:
SMILES	PV pol inh	PV pol inh FP z-score
CN1CCN(C(c2cccs2)N2CCN(C)CC2)CC1	104.0	0.9
Cc1ccc(S(=O)(=O)NCCc2cn3ccsc3n2)c(C)c1	116.0	2.3
Cn1cc(C(=O)OCC(N)=O)c2ccccc21	98.0	-0.3
O=C(CSc1ncnc2[nH]ncc12)CSc1ncnc2[nH]ncc12	100.0	-0.2
Cc1ccc2nc3sc(C(=O)NCCCN(C)c4ccccc4)cc3cc2c1	100.0	-1.7
Cc1cc(C)cc(OCCSc2nc3ccc(NC(=O)c4cccs4)cc3s2)c1	105.0	-0.5
O=C(CN(Cc1ccco1)Cc1cccs1)c1ccc[nH]1	106.0	0.5
Cc1cc(=O)oc(C)c1C(=O)NCc1c(F)cc(F)cc1F	101.0	0.1
O=S1(=O)CC=C(S(=O)(=O)c2ccccc2)C1	101.0	-0.4
O=S(=O)(Nc1ccc2nc(-c3ccc(F)cc3)oc2c1)c1ccccc1	110.0	0.3
Cc1cc(N2CCC(C)CC2)nc2ccc(NC(=O)CCC(=O)N3CCC(C)CC3)cc12	100.0	-0.5
CC(=NC(C)C)C1=C(O)CCC1=O	102.0	0.1
COc1ccc(-c2cc3nc(C)c(CCC(=O)N4CCN(c5ccc(F)cc5)CC4)c(C)n3n2)c(OC)c1	112.0	1.5
Cc1noc(C)c1S(=O)(=O)NCCc1csc2nc(-c3ccc(F)cc3)nn12	104.0	-0.7
CC(=O)Oc1cc2oc(=O)c3c(c2cc1Cl)CCC3	103.0	0.1

Filtered by structure: the entries above containing a COOH group.
SMILES	PV pol inh	PV pol inh FP z-score
CCOC(=O)c1nc(N)c(=O)n(-c2ccc(C(=O)O)cc2)n1	99.0	-0.6
COc1ccc(-c2nn(CCC(=O)O)c3nc(C)cc(C)c23)c(OC)c1	102.0	0.2

Continued.
SMILES	PV pol inh	PV pol inh FP z-score
CC1CN(C(=O)Cn2nc(-c3cccc(-n4cccc4)c3)oc2=O)CC(C)O1 (configuration not stated)	99.0	-1
C=CCn1c(C)c(C(=O)OCC)c2cc(O)ccc21	100.0	-0.6
COc1ccc(N2CCN(C(=O)c3nn(C)c4c3CSc3ccccc3-4)CC2)cc1	111.0	0.2
O=C(CC1N=C2c3ccccc3N=C(SCC(=O)Nc3ccccc3F)N2C1=O)NCc1cccs1 (configuration not stated)	111.0	-0.4
Cc1ccc(S(=O)(=O)c2cn(CC(=O)Nc3ccc4c(c3)OCO4)c3ccc(F)cc3c2=O)cc1	110.0	0.6
Cc1cc(F)ccc1NC(=O)c1csc2c1CCC(C)C2 (configuration not stated)	102.0	-0.9
CCOc1ccc(NC(=O)C2c3ccccc3Oc3ccccc32)cc1	102.0	0.1
O=C(/C=C/c1ccco1)OCc1ccccc1	100.0	-1
O=S(=O)(c1ccc2nc(Nc3ccc(F)cc3)ccc2c1)N1CCCC1	112.0	0.9
O=C(OCn1nnc2ccccc2c1=O)C1CSC2(c3ccc(F)cc3)CCC(=O)N12 (configuration not stated)	105.0	-0.1
COc1ccc(S(=O)(=O)NCC(c2ccco2)S(=O)(=O)c2ccc(C)cc2)cc1C (configuration not stated)	105.0	-0.1
O=C(CSc1ccc(Br)cc1)c1ccco1	97.0	-0.9
CC(SCc1nc2sc3c(c2c(=O)[nH]1)CCCC3)C(=O)Nc1nccs1 (configuration not stated)	111.0	1
CCCOc1ccccc1C(=O)Nc1nc2c(s1)CCCC2	108.0	0.4
O=C(OCN1C(=O)c2ccccc2C1=O)c1cccc(S(=O)(=O)N2CCCC2)c1	102.0	-0.4
C=CCOc1ccc(C(=O)O)cc1OC	103.0	0.5
CCN(CC)c1ccc(NC(=O)c2ccc(Cl)s2)cc1	101.0	0
O=c1c2[nH]c3ccc(Cl)cc3c2ncn1CCCN1CCCC1	103.0	0.4
Cc1ccc(S(=O)(=O)N(C)Cc2nc(-c3ccccc3)oc2C)cc1	110.0	0.9
COc1ccc(S(=O)(=O)Nc2ccc3[nH]ncc3c2)cc1Br	105.0	0.3
Fc1ccc(CN2CCN3CCCC3C2C2CCCCC2)cc1F (configuration not stated)	100.0	0
Cn1c(O)c(C=NC23CC4CC(CC(C4)C2)C3)c(=O)n(C)c1=O	108.0	1.1
CCCCC/C=C\C/C=C\C/C=C\C/C=C\CCCC(=O)NCc1ccc(O)c(OC)c1	100.0&100.0	-0.3&0
COc1ccc(OC)c(-c2csc(-c3c(N)c(C(=O)c4ccccc4)n4ccccc34)n2)c1	107.0	0
CCN(CC)C(=O)c1sc2c(c1C)c(=O)n(-c1ccccc1)c(=O)n2CC(=O)Nc1ccc(C)cc1C	100.0	-1.4
FC(F)(F)c1nc(NCCc2ccccn2)c2ccccc2n1	100.0	-0.2
Cc1ccc(OC(=O)NC2(C(F)(F)F)Oc3ccccc3O2)cc1	103.0	0.8
COc1ccc(-c2cc(-c3ccc(F)cc3)nc3c2COc2ccccc2-3)cc1	106.0	0.4
Cc1ccc2[nH]c(=O)c(CNC3CCCC3)cc2c1	99.0	-0.8
C=CCOC(=O)COc1ccc2c3c(c(=O)oc2c1)CCC3	100.0	-0.2
CC1Cc2scc[n+]2-c2ccccc2N1C=O (configuration not stated)	105.0	0
Cc1c(C(=O)O)oc2c1C(O)CC(C)(C)C2 (configuration not stated)	102.0	0.2
CC1CN(S(=O)(=O)c2cn(C)c(=O)n(C)c2=O)CC(C)O1 (configuration not stated)	101.0	-0.2
Cc1ccc(S(=O)(=O)C(CNC(=O)C(=O)NCc2ccc(Cl)cc2)c2cccs2)cc1 (configuration not stated)	106.0	-0.3
Cc1cc(C)c2oc(-c3cccc(NC(=O)c4ccc(Br)o4)c3)nc2c1	103.0	-0.3
CC(NC(=O)Nc1ccc(S(N)(=O)=O)cc1)(C(F)(F)F)C(F)(F)F	101.0	0.2
CCN1CCN(CCCNC(=O)c2oc3ccc(S(=O)(=O)N4CCOCC4)cc3c2C)CC1	102.0	0.7
O=C1CN(CC(=O)Nc2ccc(Cl)cc2)CCN1	101.0	0
CCCCc1nc2ccccc2n1CC(=O)Nc1ccccc1C	100.0	-0.4
CC(C)CCNC(=O)c1ccc(CS(=O)c2cccc(Cl)c2)o1 (configuration not stated)	101.0	-0.5
COC(=O)c1ccc(/N=C/c2cc(C)n(C3CCCC3)c2C)s1	99.0	-0.3
COc1ccc(CN2CCN(Cc3ccccc3)CC2)cc1	101.0	-0.3
CCn1c(CNC(=O)c2ccco2)nnc1SC(C)C(=O)Nc1nc(C)c(C)s1 (configuration not stated)	102.0	0
CCOc1ccccc1-n1nnc(S(=O)(=O)c2ccc(C)cc2)c1N	104.0	-0.5
CC1(C)Cc2nc3n[nH]c(N)c3cc2CO1	101.0	0.2

A stretch from further up:
SMILES	PV pol inh	PV pol inh FP z-score
CC1Cc2scc[n+]2-c2ccccc2N1C=O (configuration not stated)	105.0	0
Cc1c(C(=O)O)oc2c1C(O)CC(C)(C)C2 (configuration not stated)	102.0	0.2
CC1CN(S(=O)(=O)c2cn(C)c(=O)n(C)c2=O)CC(C)O1 (configuration not stated)	101.0	-0.2
Cc1ccc(S(=O)(=O)C(CNC(=O)C(=O)NCc2ccc(Cl)cc2)c2cccs2)cc1 (configuration not stated)	106.0	-0.3
Cc1cc(C)c2oc(-c3cccc(NC(=O)c4ccc(Br)o4)c3)nc2c1	103.0	-0.3
CC(NC(=O)Nc1ccc(S(N)(=O)=O)cc1)(C(F)(F)F)C(F)(F)F	101.0	0.2

Continued:
SMILES	PV pol inh	PV pol inh FP z-score
CCc1ccc(C(=O)NC(CC(C)C)C(=O)O)cc1 (configuration not stated)	98.0	-0.8
O=C(c1ccccc1)C(Nc1ccccn1)c1ccccc1 (configuration not stated)	103.0	0.7
CCOC(=O)c1sc(NC(=O)C(CC)OC(=O)c2c3c(nc4ccccc24)CCC3)nc1C (configuration not stated)	107.0	0.4
Cc1cc(C(=O)Nc2c(C)nn(Cc3ccc(F)cc3)c2C)no1	106.0	0.4
COc1ccc(-c2nc(N)ncc2-c2ccc3c(c2)OCCCO3)c(O)c1	100.0	-0.1
C(=N\c1nc2ccccc2[nH]1)/N(c1ccccc1)c1ccccc1	103.0	-0.1
Cc1cc(C)nc(-n2nc(C)c3c2NC(=O)CC3c2ccccc2)n1 (configuration not stated)	103.0	0.6
O=C(CCNS(=O)(=O)c1ccc2[nH]c(=O)ccc2c1)NC1CCCc2ccccc21 (configuration not stated)	103.0	0.6
Cc1oc(C(C)(C)C)cc1C(=O)NC1Cc2ccccc2C1	101.0	-0.4
CNC(=O)c1ccsc1NC(=O)CN1C(=O)c2ccccc2C1=O	102.0	0.1

Some of the compounds tested; count on the stated rates, not on these rows.
